Compound activity (PubChem BioAssay)
ERK EGF block = blocks ERK signaling stimulated by EGF. Potency, µM (doses to about 11.5 µM), for the others: top-dose activity change, negative = inhibition, actives largely listed as inhibitors. HEK293-V1b, EGF-stimulated phospho-ERK AlphaScreen. hit rate 0.41% among 130,000. AID 1454; active means well fitted inhibition curve with a large enough effect; inconclusive means small, poorly fitted or top-dose-only effect, or effect the other way;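 further: plate controls were stimulated vehicle wells for no effect and unstimulated vehicle basal for full effect; nearly all actives have a fitted effect of over 55% in size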
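After overnight plating in 1% FBS, HEK293-V1b cells received test compound for half an hour, then a 5 min pulse of EGF (25 nM); ERK phosphorylation in lysates was read by bead-based AlphaScreen.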
* = called active by the depositor; ? = inconclusive; & = joins results of further samples; [ ] = another dose, or the depositor's remark. Potency means the concentration at half of the fitted maximal effect. An excerpt; the hit share may differ from the screen's.

no.	ERK EGF block	SMILES
1	8%	O=C(CCc1nnc(C2CCCCC2)o1)N1CCC(Oc2cccnc2)CC1
2	-4%	COc1ccccc1CN1CCCC2(CCN(S(=O)(=O)c3ccccc3)CC2)C1
3	6%	O=c1[nH]c2ccccc2nc1/C=C(\O)C1CC1
4	26%	N#Cc1cccc(-c2nc(Nc3ccccc3)c3ccccc3n2)c1
5	9%	O=C(CSc1nnnn1-c1ccccc1)N1N=CCC1c1ccccc1 (stereo unspecified)
6	-9%	COc1ccc(S(=O)(=O)NC2CC2)cc1C(=O)N1CCOCC1
7	4%	COc1cccc(/C=N/NC(N)=S)c1OCc1ccccc1Cl
8	1%	COc1cc(/C=N/OCC(=O)Nc2cc(C)cc(C)c2)ccc1OCc1ccc(Cl)cc1
9	4%&-8%	COc1cc(CNC(=O)CCCCCCC(C)C)ccc1O
10	-1%[57.5 µM]	COCCNS(=O)(=O)c1cc(C(=O)O)ccc1OC
11	-7%	CC(Oc1ccc(Cl)cc1Cl)C(=O)Nn1cnnc1 (stereo unspecified)
12	9%	CC1=[N+](C)N(c2ccccc2)C(=O)C1N=Cc1ccc(Cl)cc1 (stereo unspecified)
13	-1%	Fc1ccccc1OCCCCCN1CCCC1
14	-2%	COCCC(=O)N1CCCC(CNS(=O)(=O)c2ccc(OC)cc2)C1 (stereo unspecified)
15	20%	COc1ccc(C(=O)Nc2ccccc2C(=O)N2CCCCC2C)cc1 (stereo unspecified)
16	-6%	COc1ccc(C2C(C(C)=O)=C(O)C(=O)N2c2nccs2)cc1OC (stereo unspecified)
17	13%[57.5 µM]	CCC(=O)NC(=S)Nc1ccc(NC(=O)c2cccnc2)cc1
18	-2%[57.5 µM]	Cc1sc2nc(CSc3ccc([N+](=O)[O-])cc3)[nH]c(=O)c2c1C
19	?	On1nnc2ccccc21
20	-3%	O=C(NC1CCCCC1)C1CCN(C(=O)c2ccc(-c3ccccc3)cc2)CC1
21	?	COc1cccc(-n2c(SCc3cc(=O)oc4cc(O)c(O)cc34)nc3ccccc3c2=O)c1
22	5%	CC(C)CCN1CCN(CC(c2ccccc2)c2ccccc2)CC1CCO (stereo unspecified)
23	-12%	COc1cc(C)c(CC/C(C)=C/C=C/C(C)=O)c(C)c1C
24	-3%	CC1CCC/C(=N\NC(=O)COc2ccccc2Cl)C1 (stereo unspecified)
25	0%	CC(=O)N(NC(=O)c1ccc(C)cc1)C1CC(=O)N(c2ccccc2Cl)C1=O (stereo unspecified)

14 structures already listed, ordered by number of heavy atoms, highest first.
no.	ERK EGF block	SMILES
21	?	COc1cccc(-n2c(SCc3cc(=O)oc4cc(O)c(O)cc34)nc3ccccc3c2=O)c1
8	1%	COc1cc(/C=N/OCC(=O)Nc2cc(C)cc(C)c2)ccc1OCc1ccc(Cl)cc1
20	-3%	O=C(NC1CCCCC1)C1CCN(C(=O)c2ccc(-c3ccccc3)cc2)CC1
25	0%	CC(=O)N(NC(=O)c1ccc(C)cc1)C1CC(=O)N(c2ccccc2Cl)C1=O (stereo unspecified)
15	20%	COc1ccc(C(=O)Nc2ccccc2C(=O)N2CCCCC2C)cc1 (stereo unspecified)
4	26%	N#Cc1cccc(-c2nc(Nc3ccccc3)c3ccccc3n2)c1
12	9%	CC1=[N+](C)N(c2ccccc2)C(=O)C1N=Cc1ccc(Cl)cc1 (stereo unspecified)
9	4%&-8%	COc1cc(CNC(=O)CCCCCCC(C)C)ccc1O
23	-12%	COc1cc(C)c(CC/C(C)=C/C=C/C(C)=O)c(C)c1C
24	-3%	CC1CCC/C(=N\NC(=O)COc2ccccc2Cl)C1 (stereo unspecified)
10	-1%[57.5 µM]	COCCNS(=O)(=O)c1cc(C(=O)O)ccc1OC
13	-1%	Fc1ccccc1OCCCCCN1CCCC1
3	6%	O=c1[nH]c2ccccc2nc1/C=C(\O)C1CC1
19	?	On1nnc2ccccc21

The results go on.
no.	ERK EGF block	SMILES
26	3%	Cc1ccc(NC(=O)Nc2ccc([N+](=O)[O-])cc2)nc1
27	0%	Cc1ccccc1OCC(O)Cn1c(=N)n(CCN2CCOCC2)c2ccccc21 (stereo unspecified)
28	3%	Fc1cc(Br)ccc1NC(=S)Nc1ccccc1
29	11%	NC(=O)COC(=O)c1cccc(S(=O)(=O)N2CCCc3ccccc32)c1
30	-10%[57.5 µM]	Cc1ccc2[nH]cc(CCNC(=O)/C=C/c3ccco3)c2c1
31	2%	COc1cccc(NC(=O)Nc2ccccc2Br)c1
32	8%[57.5 µM]	COC(=O)[C@H](CC(C)C)NC(=O)N1CCCCC1C (stereo partly specified)
33	2%	C=CCOc1c(CNn2cn[nH]c2=S)cccc1OC
34	1%[57.5 µM]	NC(=O)[C@@H]1CC2(CC(c3cccc(NC(=O)CC(c4ccccc4)c4ccccc4)c3)=NO2)CN1C(=O)COc1ccc(Cl)cc1 (stereo partly specified)
35	1%	COC(=O)C1C(=O)C2=C(CC1C)NC(C)=C(C(=O)OC1CCCCC1)C2c1ccc(N(C)C)cc1 (stereo unspecified)
36	4%	O=C(CCNC(=O)c1ccccc1Cl)Nc1nc(-c2ccc3ccccc3c2)cs1
37	-19%	COC(=O)c1sc2ccccc2c1NC(=O)c1ccc(S(=O)(=O)N2CCC(C)CC2)cc1
38	-9%[57.5 µM]	CCCCCCN(C(=O)CCCCCN1C(=O)NC(c2ccccc2)C(C(=O)OCc2ccccc2)=C1C)C(C(=O)NCCCC)c1ccc(OCC(=O)OC)c(C(=O)OC)c1 (stereo unspecified)
39	3%	NS(=O)(=O)c1cccc(NC(=O)CN2CCN(Cc3ccc4c(c3)OCO4)CC2)c1
40	-14%[57.5 µM]	COc1cc(/C=C/C(=O)O)cc(S(=O)(=O)N2CCCc3ccccc32)c1OC
41	7%	COc1ccccc1C1NC=C([N+](=O)[O-])C=C1[N+](=O)[O-] (stereo unspecified)
42	-4%	C/C=C(/C)C(=O)O[C@H]1[C@@H](O)c2c(ccc3ccc(=O)oc23)OC1(C)C
43	4%	CN(C)CCNC(=S)Nc1ccc(Cl)cc1Cl
44	4%	Cc1nc(C(C)NC(=O)CCc2nnc(-c3ccsc3)o2)cs1 (stereo unspecified)
45	-5%	O=C(NC1CCCC1)c1cccc(Cn2cc([N+](=O)[O-])cn2)c1
46	-2%[57.5 µM]	CN(C)S(=O)(=O)c1ccc(NC=C(C#N)C#N)cc1
47	5%	c1ccc2sc(NC3=NCN(CC4CCCO4)CN3)nc2c1 (stereo unspecified)
48	-4%	Cc1c(C(=O)C(=O)N2CCN(C)CC2)c2ccccc2n1C
49	35µM*	OC(CNCCc1ccc(C(F)(F)F)cc1)COc1ccc2ccccc2c1 (stereo unspecified)
50	9%[57.5 µM]	C=CCn1c(SCC(N)=O)nnc1-c1cnccn1
51	8%	O=[N+]([O-])c1ccc(N2CCC(O)CC2)nc1
52	-1%	COc1cc(CC(=O)OCC(=O)NC2CC2)cc(OC)c1OC
53	-9%[57.5 µM]	Cn1nccc1NC(=O)Nc1cccc(Cl)c1Cl
54	-1%	COCCn1c(SCC(=O)N2CC(=O)Nc3ccccc32)nc2ccccc2c1=O
55	2%	O=C1NN=C(CSc2n[nH]c(=S)s2)CS1
56	0%	O=C(Nc1nc2ccc(Oc3ccccc3)cc2s1)c1cc([N+](=O)[O-])ccc1N1CCOCC1
57	13%	O=C(O)c1ccccc1C(=O)Nc1ccc(S(=O)(=O)Nc2nccs2)cc1
58	-12%[57.5 µM]	CN(CCc1ccccn1)C(=O)c1cccnc1Oc1ccccc1
59	8%	Cc1[nH]nc2c1/C(=N\O)CCC2
60	5%[57.5 µM]	NC(=O)c1cccnc1Oc1ccccc1
61	2%	CC(=O)N1CCCc2cc(S(=O)(=O)Nc3ccc(C)cc3C)ccc21
62	-4%	Cc1ccc(NC(=S)NC(=O)CC2CC(C)(C)OC2=O)cc1 (stereo unspecified)
63	1%	CN(Cc1cnccn1)Cc1ccccc1OCC(O)CN1CCc2ccccc2C1 (stereo unspecified)
64	-2%	NNc1nc2c(Cl)c(Cl)ccc2s1
65	-10%	CCOc1nc(C)cc(C)c1S(=O)(=O)c1cccc(C)c1
66	2%	O=c1cc(-c2cccc([N+](=O)[O-])c2)[nH][nH]1
67	13%&16%	O=NN(CCCl)C(=O)NCCCl
68	-4%[57.5 µM]	CCc1ccc(C(=O)Nc2ccc(C)c(NS(C)(=O)=O)c2)cc1
69	-13%	Cc1ccccc1-n1c(SCC(=O)N/N=C/c2c(C)nn(-c3ccccc3)c2C)nc2ccccc2c1=O
70	1%	Cc1ccc(-n2c(Cn3cnc4ccccc43)nnc2SCC(=O)O)cc1
71	-3%	Cn1c(CSc2ncccn2)nnc1SCC(=O)N1CCCC1
72	?	COc1ccc(CCN(C)C(=S)NC(=O)c2ccc(F)cc2Cl)cc1OC
73	-2%[57.5 µM]	CC(C)NC(=O)c1onc(CSc2ccc(Cl)cc2)c1C(=O)NC(C)C
74	-3%	N=C1CCCN1CC(=O)c1ccc(Cl)cc1
75	3%	Nc1nc(C(F)(F)F)cc(=O)n1N

(listing goes on)
no.	ERK EGF block	SMILES
76	11%	COc1cc(C(c2sc3nc(C)nn3c2O)N2CCN(c3ccccc3)CC2)cc(OC)c1OC (stereo unspecified)
77	-10%	O=C1Nc2ccccc2N(O)N1c1cc(-c2ccccc2)[nH]n1
78	-2%	Cc1cccc(NC(=O)CSc2nc(NS(=O)(=O)c3ccccc3)cc(=O)[nH]2)c1
79	5%[57.5 µM]	CCOC(=O)c1nc(C)nc(Sc2n[nH]c(-c3ccccc3)n2)c1C
80	-8%	Cc1ccc(Cl)cc1NC(=O)c1ccccn1
81	0%	CC1CC1C(=O)OCC(=O)NC(=O)NC12CC3CC(CC(C3)C1)C2 (stereo unspecified)
82	-1%	Clc1ccc(-c2nnc(CNC3CC3)o2)cc1
83	-3%	Nn1c(Cc2cccc3ccccc23)nnc1SCc1c(F)cccc1Cl
84	3%	CC(=O)Nc1ccc2c(c1)CN(c1cc(C)ccc1C)CO2
85	-11%[57.5 µM]	COc1cccc(/C=N/Nc2nnc3c(n2)[nH]c2ccccc23)c1OC
86	-12%	Cc1cc2nc(C(C)(C)C)cc(N)n2n1
87	7%	CCOC(=O)N(C)S(=O)(=O)c1ccccc1[N+](=O)[O-]
88	-2%	Clc1ccc(-c2csc(Nc3ccccc3)[n+]2Cc2ccco2)c(Cl)c1
89	1%	O=C(COc1ccc(N2C(=O)c3ccccc3C2=O)cc1)c1ccccc1
90	1%	O=c1[nH][nH]cc1C=NCc1cccc(C(F)(F)F)c1
91	6%	COc1cc(NC(=O)CSc2nccc(C)n2)c(C)cc1[N+](=O)[O-]
92	-3%[57.5 µM]	CC(=O)NS(=O)(=O)c1ccc(NC(=O)c2cc3c(=O)n4ccccc4nc3s2)cc1
93	8%[57.5 µM]	O=C(Nc1ccc(Cl)cc1)N1CCCC(Cn2cccc2)C1 (stereo unspecified)
94	2%	O=C(CSc1nnc(CCCN2C(=O)c3cccc4cccc(c34)C2=O)n1-c1ccccc1)N1CCCCC1
95	12%	O=C(c1cccc(F)c1)N1CCC2(CC1)CCN(c1ccc(-c3ccccc3)cc1)CC2
96	4%	Cn1nnc(C(O)CNCc2ccc(Cl)cc2)n1 (stereo unspecified)
97	0%[57.5 µM]	CCCCCC(=O)NNC1CC(=O)N(c2ccccc2)C1=O (stereo unspecified)
98	-4%	COCc1ccc(C(=O)N2CCCC(CCC(=O)NCc3ccccc3F)C2)o1 (stereo unspecified)
99	-7%[57.5 µM]	O=C(c1ccco1)N(CCC(c1ccccc1)c1ccco1)Cc1ccco1 (stereo unspecified)
100	5%	CN(Cc1ccccc1)c1ccc2nnc(-c3ccccc3)n2n1
101	-5%	Cc1ccc(C(=O)NNC(=O)CCC(=O)Nc2cccc(Cl)c2C)cc1
102	3%[57.5 µM]	CC(=Nc1ccc(Br)cc1)c1sc2ccccc2c1O
103	?	O=C1N=c2ccccc2=C1c1sc(Nc2ccc(O)cc2)nc1O
104	-6%	COc1ccc2cnnc(SCC(=O)Nc3ccc(C(=O)O)cc3)c2c1OC
105	-4%	C#CCOCCOCCOCCNc1nc(N2CCN(C(=O)Cn3cc(CC(C)O)nn3)CC2)nc(N2CCN(C(=O)[C@H](C)n3cc(CCCN=C(N)N)nn3)CC2)n1 (stereo partly specified)
106	-16%	O=C(NN1CCOCC1)c1ccc(Cl)cc1
107	4%	O=C(CCC(=O)Nc1ccc(F)cc1)N/N=C/c1c[nH]c2ccccc12
108	9%	C1=C(CN2CCOCC2)COc2c1cccc2OC[C@@H]1CNCCO1
109	7%	Cc1cccc(NC(=O)Cc2noc3ccccc23)c1
110	?	COc1ccc(C(Nc2cc(C)ccn2)c2ccc3ccc(C)nc3c2O)cc1 (stereo unspecified)
111	1%	Cc1cccc(-n2c(C)cc(/C=C3/C(=N)N4C(c5ccccc5)=CSC4=NC3=O)c2C)c1
112	-18%[57.5 µM]	Cn1c(=O)cc(N2CCOCC2)[nH]c1=O
113	6%	COc1c(Br)cc(Br)cc1/C=N/NC(=O)c1ccncc1
114	5%	COC(=O)c1c(-c2ccccc2)csc1NC(=O)c1c(-c2ccccc2)noc1C
115	10%	Cc1ccc(CNC(=O)CCc2nnc(Cc3ccc(-c4ccccc4)cc3)o2)o1
116	5%	COc1ccc(-c2nc(SCC(=O)Nc3nccs3)c(-c3ccc(Cl)cc3)[nH]2)cc1
117	-12%	O=C(NCC(c1cccnc1)N1CCN(c2ccccc2)CC1)OCc1ccccc1 (stereo unspecified)
118	?	Cc1ccc(COc2ccc(C(=O)NN)cc2)cc1
119	-2%	Cc1cccc(CSc2ccc(-c3cccs3)nn2)c1
120	0%	O=C(NCc1ccncc1)C(=O)N/N=C/c1ccccc1OCc1ccccc1
121	-6%	Cc1ccnc(SCC(N)=O)n1
122	12%[57.5 µM]	O=C(Nc1ccc(F)c(Cl)c1)c1nsc(Cl)c1Cl
123	0%[57.5 µM]	Cc1ccc(C2CC(c3cccs3)=NN2C(=O)c2ccco2)o1 (stereo unspecified)
124	-4%	COc1cc(OC)cc(C(=O)N[C@H](C(=O)Nc2nc3c(s2)CCCC3)C(C)C)c1

Entries shown so far that have a cyano group:
no.	ERK EGF block	SMILES
4	26%	N#Cc1cccc(-c2nc(Nc3ccccc3)c3ccccc3n2)c1
46	-2%[57.5 µM]	CN(C)S(=O)(=O)c1ccc(NC=C(C#N)C#N)cc1
